PAX8 reporter = inhibitors of PAX8 transcriptional activity in RMG-I cells. 1.2% of 360,000 active. RMG-I TPO-luciferase reporter, SteadyGlo, 24 h. AID 652154. inhibition, % at 12.6 µM;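 active = mean replicate inhibition at least 60% with every replicate also reaching 60%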;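 also: luciferase light reporting Pax8 driven TPO promoter activity; plate controls were median of neutral control wells for no effect and mitoxantrone controls for full effect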
C2C12 statin = protects C2C12 myotubes from simvastatin toxicity; 0.78% of 330,000 active; ATP luminescence, 48 h; scaled: DMSO 0, geranylgeraniol control 100; rescue of ATP level, % at 7.49 µM;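 active = mean ATP rescue above about 67%, or every replicate alone reaching that limit, limit read from the data, passing the limit was not always enough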;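 also: myotubes were challenged with 10 µM simvastatin during compound exposure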
PglD inh = blocks C. jejuni PglD acetyltransferase activity. purified PglD enzyme, DTNB colorimetric CoA detection. inhibition, % at 12.5 µM. 0.098% of 360,000 active. AID 602405; in the data active = inhibition above about 16%, passing the limit was not always enough; also: strong numbers were not always called active
ARNT-TACC3 inh = disruptors of human ARNT/TACC3 interaction | inhibition, % at 9.99 µM | 0.66% of 390,000 active | Q9Y6A5 | AID 623870 | AlphaScreen His-ARNT PAS-B/GST-TACC3 binding, luminescence; TACC3 fragment carries E629A point mutation;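 active = mean inhibition of replicates at least 50% and at least half of replicates each reaching 50%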;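 also: 0% = complete ARNT plus TACC3 wells and 100% = ARNT alone without TACC3; many hits fall short of the cut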
INS-1E GSIS act = GLuc luminescence reporter in INS-1E cells, primary screen for activators of glucose-dependent secretion of insulin | 0.61% of 370,000 active | AID 743287 | activation, % at 16.6 µM | INS-1E GLuc reporter insulin secretion, 2-3 h;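 active = lowest replicate activation of at least 40%, so every replicate reaches that level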;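 also: 0% = median of neutral control wells and 100% = median of IBMX positive control wells; some compounds called inactive have numbers as strong as hits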
LGR2 antag = blocks bursicon-induced cAMP signaling via Drosophila LGR2; HEK293 LGR2, CRE-luciferase, bursicon-stimulated, 4 h; inhibition, % at 9.99 µM; 0.35% of 380,000 active;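 active = drop in luminescence signal, shown as inhibition above about 50% in the replicate tests, limit read from the data, passing the limit was not always enough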;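 also: agonist challenge used bursicon conditioned medium at about half maximal strength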
Cneo AK release = Cryptococcus neoformans lysis via adenylate kinase release; lysis activity, % at 15 µM; 0.2% of 360,000 active; C. neoformans lysis, adenylate kinase release luminescence, 4 h; normalised: neutral wells 0, clomiphene wells 100; AID 651654;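 active = mean lysis activity across replicates of at least 80%, whatever share of replicates individually reach that level; inactive = mean lysis activity below 80%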
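Material: C. neoformans cells | Amount: Yeast cell density of 5 × 10^6 cells/mL | Medium: Fresh YPD growth medium | Dosing: Single dose | Times: Static 4 h at 37 °C with compound, 1 h detection | Detection: AK luminescence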
PGC1a acetyl inh = PGC1a acetylation modulation, inhibitor mode; U2OS PGC1a acetylation, AlphaScreen anti-acetyl-lysine; with virally co-expressed GCN5 acetyltransferase; AID 651687; 0.17% of 350,000 active; inhibition, % at 15.6 µM;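 active = every replicate shows inhibition of at least 40%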;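 also: 0% = neutral control wells and 100% = positive control wells; some results beyond the cut were filed as inactive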
An asterisk follows results filed as active; nt = no result given; & = joins results of further samples. Compounds were not picked by outcome. About 2.9% of those tested had a hit in this group.

cpd	Compound	PAX8 reporter	C2C12 statin	PglD inh	ARNT-TACC3 inh
1	O=C(C[C@H]1C=C[C@@H](NC(=O)c2cccc(F)c2)[C@H](CO)O1)NCCN1CCCC1	-7	6	1	4
2	O=C1C(=Cc2ccccn2)CCc2ccccc21	2	6	0	nt
3	COc1ccc(C(=O)NC(=S)Nc2cccnc2)cc1[N+](=O)[O-]	6	nt	nt	-3
4	COCCN1C(=O)C(=O)/C(=C(/O)c2ccc(S(=O)(=O)N3CCCCC3)cc2)C1c1ccc(OC)c(OC)c1 (configuration not stated)	-8	3	-1	nt
5	Fc1ccccc1-c1csc(-c2cccnc2)n1	-103	-10	-1	nt
6	COc1ccc(C(=O)N(Cc2ccc(N(C)C)cc2)C2CCS(=O)(=O)C2)cc1 (configuration not stated)	6	4	5	4
7	Cc1ccc[n+](C(C)C(=O)Nc2ccc([N+](=O)[O-])cc2C)c1 (configuration not stated)	14	nt	1	5
8	CC(OC(=O)CNC(=O)C12CC3CC(CC(C3)C1)C2)C(=O)Nc1ncc(Cl)cc1Cl (configuration not stated)	nt	-7	0	-4
9	NC(=S)NN=C(Cc1ccccc1)Cc1ccccc1	-14	nt	nt	-3
10	CC1(C)c2[nH]c3ccccc3c2C[C@@H]2C(=O)N(c3cc(F)ccc3F)C(=O)N21	-6	-4	nt	5
11	CCCSc1oc(-c2ccco2)nc1S(=O)(=O)c1ccccc1	nt	25	-1	5
12	OCCNC(=S)NC1CCCCC1	13	-2	1	-4
13	COCCN(C(=O)COC(=O)COc1ccc(Cl)c(C)c1)c1c(N)n(Cc2ccccc2)c(=O)[nH]c1=O	-1	nt	0	-3
14	Cc1nnc(SCC(=O)Nc2cc(-c3cc(C)c(C)cc3C)nn2-c2ccccc2)s1	22	nt	nt	7
15	c1ccc2c(c1)nc1n2CCN1	nt	17	0	-5

cpd	INS-1E GSIS act	LGR2 antag	Cneo AK release	PGC1a acetyl inh
1	7	2	-1	-1
2	-14	5	-2	7
3	13	3	nt	nt
4	5	6	-1	nt
5	9	-85	-2	-3
6	nt	nt	-3	7
7	-7	1	5	7
8	nt	nt	0	4
9	2	5	nt	8
10	-15	11	0	nt
11	nt	nt	0	-7
12	nt	nt	0	4
13	-11	-9	0	0
14	5	2	nt	nt
15	nt	nt	0	-11

Single records, as listed above. Values in the order: PAX8 reporter | C2C12 statin | PglD inh | ARNT-TACC3 inh | INS-1E GSIS act | LGR2 antag | Cneo AK release | PGC1a acetyl inh
CCCSc1oc(-c2ccco2)nc1S(=O)(=O)c1ccccc1 is listed with nt | 25 | -1 | 5 | nt | nt | 0 | -7
NC(=S)NN=C(Cc1ccccc1)Cc1ccccc1 is listed with -14 | nt | nt | -3 | 2 | 5 | nt | 8
CC(OC(=O)CNC(=O)C12CC3CC(CC(C3)C1)C2)C(=O)Nc1ncc(Cl)cc1Cl (configuration not stated) is listed with nt | -7 | 0 | -4 | nt | nt | 0 | 4

(next part)
cpd	Compound	PAX8 reporter	C2C12 statin	PglD inh	ARNT-TACC3 inh
16	N/C(=N\c1nc2ccccc2o1)NC(=O)c1ccc([N+](=O)[O-])cc1	-6	nt	5	nt
17	COc1ccc(CCNC(=O)C2CCN(S(=O)(=O)c3ccc(OC)cc3)CC2)cc1	21	-1	-1	-14
18	COc1ccc(C(CNC(=O)c2cc3ccccc3cc2OC)N2CCCC2)cc1 (configuration not stated)	nt	-2	7	4
19	CCCN1C[C@H](C)[C@H](OC)CN(C)C(=O)c2ccc(NC(=O)c3cnccn3)cc2OC[C@H]1C	9	7	5	-12
20	Cc1cc(C)n(Cc2ccc(F)cc2)c(=O)c1C#N	nt	nt	5	3
21	C[C@@H]1CN([C@@H](C)CO)C(=O)c2cc(NC(=O)CCCN(C)C)ccc2O[C@@H](C)CCCCO[C@@H]1CN(C)Cc1ccc(C(F)(F)F)cc1	nt	nt	3	-1
22	O=S(=O)(Nc1ccc(-n2cnnn2)cc1)c1cccc(Cl)c1	-12	-2	7	6
23	CCC(=O)Nc1c2c(nn1-c1ccccc1C)CSC2	nt	9	-1	-3
24	O=C(Nc1ccccc1)c1cc([N+](=O)[O-])ccc1NCc1cccnc1	2	-10	-6	0
25	CCOc1ccc(C(F)(F)F)cc1NC(=O)COc1ccc(C(F)(F)F)cc1[N+](=O)[O-]	nt	-8	-3	-1
26	COc1ccc(S(=O)(=O)N(C)C[C@@H]2Oc3ccc(NC(=O)Nc4ccc(F)cc4)cc3C(=O)N([C@@H](C)CO)C[C@H]2C)cc1	nt	-52	-6	11
27	Cc1c(NC(=O)C(C#N)=C2CCCCC2)c(=O)n(-c2ccccc2)n1C	nt	106*	-6	-1
28	Cc1noc(C)c1NC(=O)N(C)C[C@H]1OCCCC[C@@H](C)Oc2ccc(NS(=O)(=O)c3ccc(F)cc3)cc2C(=O)N([C@@H](C)CO)C[C@@H]1C	-8	-17	-1	1
29	O=C(O)CCCN1C(=O)/C(=C/C=C/c2ccco2)SC1=S	18	nt	nt	3
30	CSc1ccccc1OCc1cc(C(=O)NCCc2ccco2)no1	-107	1	-2	0

cpd	INS-1E GSIS act	LGR2 antag	Cneo AK release	PGC1a acetyl inh
16	1	2	-1	1
17	-21	8	-2	-20
18	nt	nt	1	nt
19	8	13	-4	-6
20	11	41	-3	-3
21	-3	-2	60	110*
22	15	3	1	1
23	nt	nt	-1	18
24	3	7	-1	-7
25	nt	nt	1	-9
26	-19	13	3	-7
27	40	-12	0	1
28	-7	10	50	nt
29	18	19	nt	nt
30	-5	-27	-3	nt

Remaining list, next part.
cpd	Compound	PAX8 reporter	C2C12 statin	PglD inh	ARNT-TACC3 inh
31	COc1cccc(CN2[C@@H]3CNC[C@H]2C3c2ccc(-c3cccc(OC)c3)cc2)c1 (some centres not stated)	-4&-43	nt	nt	nt
32	CO[C@H]1CN(C)C(=O)c2ccc(NC(=O)Nc3cccc(F)c3)cc2OC[C@@H](C)N(C(C)=O)C[C@H]1C	nt	-6	2	5
33	C[C@@H]1CN([C@@H](C)CO)C(=O)c2cc(NS(=O)(=O)c3cn(C)cn3)ccc2O[C@H]1CN(C)C(=O)NC1CCCCC1	nt	10	0	-3
34	COc1ccc(OCC(O)CN2CC(C)OC(C)C2)cc1 (configuration not stated)	-25	-3	1	-5
35	CC(=O)NC(c1ccccc1)c1nc(-c2cccs2)cs1 (configuration not stated)	-18	55	-3	nt
36	Cc1ccc(C(=O)Nc2nc3ccccc3c(=O)s2)cc1	nt	31	-2	-4
37	CN(C)C(=O)C[C@H]1CC[C@H]2[C@@H](COC[C@@H](O)CN2C(=O)C2CC2)O1	19	-10	1	-9
38	COc1ccc(Cl)cc1C(=O)NCC(c1ccco1)N(C)C (configuration not stated)	6	12	2	2
39	CN(C)CCN(C(=O)c1ccc2c(c1)CCCC2)c1nc2cc3c(cc2s1)OCCO3	-56	5	4	52*
40	O=C(CCCOc1ccccc1)N1CCCCC1	nt	94*	-14	0
41	CNc1nc2ccccc2n(C)c1=O	-2	nt	nt	-34
42	CCCC#Cc1ccc2c(c1)O[C@H](CN(C)Cc1ccc3c(c1)OCO3)[C@H](C)CN([C@@H](C)CO)S2(=O)=O	nt	-1	3	30
43	COc1ccc(N2CC(NC(=O)c3cccc4ccccc34)CC2=O)cc1OC (configuration not stated)	2	nt	-1	-1
44	Cc1cccc(C)c1OCCCCn1cnc2ccccc2c1=O	nt	17	4	-5
45	COc1ccc(CN(C)C[C@H]2Oc3ccc(NS(=O)(=O)c4cccs4)cc3C(=O)N([C@@H](C)CO)C[C@@H]2C)cc1	nt	nt	7	-42

cpd	INS-1E GSIS act	LGR2 antag	Cneo AK release	PGC1a acetyl inh
31	11&1	-1&-11	nt	0&-26
32	-8	-10	1	15
33	9	4	-2	-9
34	-2	9	0	9
35	-3	-8	1	-1
36	nt	nt	1	-5
37	4	-1	0	6
38	-10	8	5	8
39	-51	2	39	nt
40	nt	nt	1	-1
41	17	-9	nt	nt
42	-1	nt	22	-6
43	36	-12	0	nt
44	nt	nt	-2	-5
45	0	2	5	-7

Shown as a hit in PGC1a acetyl inh, of those listed so far:
no. | SMILES | PglD inh | ARNT-TACC3 inh | INS-1E GSIS act | LGR2 antag | PGC1a acetyl inh
21 | C[C@@H]1CN([C@@H](C)CO)C(=O)c2cc(NC(=O)CCCN(C)C)ccc2O[C@@H](C)CCCCO[C@@H]1CN(C)Cc1ccc(C(F)(F)F)cc1 | 3 | -1 | -3 | -2 | 110*

Following part:
cpd	Compound	PAX8 reporter	C2C12 statin	PglD inh	ARNT-TACC3 inh
46	O=C(C(c1ccccc1)C(O)c1ccccc1)N1CCOCC1 (configuration not stated)	nt	1	5	-4
47	CCOc1ncccc1C(=O)Nc1ccc(F)c(Cl)c1	2	nt	nt	-5
48	COc1ccc(S(=O)(=O)Nc2ccc3c(c2)C(=O)N([C@@H](C)CO)C[C@H](C)[C@@H](CN(C)C(=O)Nc2cccc4ccccc24)OCCCC[C@@H](C)O3)cc1	54	nt	nt	nt
49	Cc1cc(C)c(C(=O)O)c(CC(C)(C)C(=O)O)c1	1	-5	1	-4
50	CCCC(=O)N1C[C@H]2[C@@H](c3ccccc31)[C@H](CO)N2C(=O)Nc1ccc(F)cc1	5	10	2	5
51	CC(=O)N(/C=C1\SC(=S)N(c2ccccc2)C1=O)c1ccccc1	5	-8	-4	-2
52	CCc1ccc(NC2=CC(=O)C(=O)c3ccccc32)cc1	-103	nt	nt	9
53	Cc1cc(C)cc(N(C(=O)c2ccco2)C(C(=O)NC2CCCC2)c2ccncc2)c1 (configuration not stated)	-5	8	2	29
54	Cc1ccc(C(=O)N[C@H](C(=O)Nc2cccc(S(=O)(=O)N3CCOCC3)c2)C(C)C)cc1	-1	-8	1	nt
55	CC1C(=O)N2CCCc3cc(S(=O)(=O)N(C)CCC#N)cc1c32 (configuration not stated)	20	-8	2	1

cpd	INS-1E GSIS act	LGR2 antag	Cneo AK release	PGC1a acetyl inh
46	1	14	-1	-4
47	-10	2	nt	nt
48	4	7	nt	-18
49	-9	-2	8	-9
50	4	14	3	-10
51	1	-17	-2	-19
52	-15	-66	nt	nt
53	-7	15	-4	-10
54	nt	-12	-2	1
55	3	1	-1	-5

Copied from above, compounds 50 to 52
cpd	Compound	PAX8 reporter	C2C12 statin	PglD inh	ARNT-TACC3 inh
50	CCCC(=O)N1C[C@H]2[C@@H](c3ccccc31)[C@H](CO)N2C(=O)Nc1ccc(F)cc1	5	10	2	5
51	CC(=O)N(/C=C1\SC(=S)N(c2ccccc2)C1=O)c1ccccc1	5	-8	-4	-2
52	CCc1ccc(NC2=CC(=O)C(=O)c3ccccc32)cc1	-103	nt	nt	9

cpd	INS-1E GSIS act	LGR2 antag	Cneo AK release	PGC1a acetyl inh
50	4	14	3	-10
51	1	-17	-2	-19
52	-15	-66	nt	nt
